From PubChem
SMN2 splice up: SMN2 splice variant enhancement | HEK293 SMN2-luciferase splicing reporter, luminescence, 30-36 h | Potency, µM (highest dose often 46.1 µM), for inactives: at the top dose activity change, positive = activation, most hits filed as activators | actives 2.8% (n = 210,000); also: % of control where 0% means no effect; nearly all actives have a fitted effect of over 55% in size
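HEK293 cells carry an SMN2 minigene-luciferase reporter in which exon 7 inclusion puts luciferase in frame. Cells were seeded at 2000 cells/well, attached for 10-12 hours, then exposed to compounds for 30-36 hours at 37C before ONE-Glo luminescence.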
Lamin A splicing: modulators of lamin A splicing | actives 0.01% (n = 200,000) | Potency, µM (series often up to 46.1 µM), without a hit: at the highest dose ratio change, negative = inhibition, usual class: inhibitors | AID 1487 | HeLa LMNA splicing GFP/RFP minigene ratio, 48 h; active = well fitted inhibition curve with a large enough effect in the signal ratio, with a control signal flat, not every such curve was filed as active; inconclusive = small, poorly fitted or top-dose-only effect, or effect the other way, or a change in a side signal; the % refers to the signal ratio; also: % is scaled to controls: 0 for no effect and ±100 for the full control effect
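S3 HeLa stable clones carrying a lamin A-EGFP splicing minigene plus DsRed2 were seeded at 600 cells/well in Opti-MEM with 2% FBS, pin-dosed and incubated 48 h at 37°C. Acumen cytometry (488 nm) gave the GFP/RFP total-intensity ratio.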
ALDH1A1 inh: ALDH1A1 (human) enzyme inhibition; AID 1030; Purified ALDH1A1, NADH fluorescence, propionaldehyde substrate; Potency, µM (top dose mostly 75.3 µM), for the others: at the highest dose activity, negative = inhibition, hits mostly inhibitors; P00352; actives 7.3% (n = 220,000); active = well fitted inhibition curve with a large enough effect, not every such curve was filed as active; inconclusive = small, poorly fitted or top-dose-only effect, or another doubt; inactive = no such curve, though single readings can be large or run the other way;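 also: plate controls were no enzyme wells and a reference inhibitor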
Target sequence (P00352 whole entry, looked up): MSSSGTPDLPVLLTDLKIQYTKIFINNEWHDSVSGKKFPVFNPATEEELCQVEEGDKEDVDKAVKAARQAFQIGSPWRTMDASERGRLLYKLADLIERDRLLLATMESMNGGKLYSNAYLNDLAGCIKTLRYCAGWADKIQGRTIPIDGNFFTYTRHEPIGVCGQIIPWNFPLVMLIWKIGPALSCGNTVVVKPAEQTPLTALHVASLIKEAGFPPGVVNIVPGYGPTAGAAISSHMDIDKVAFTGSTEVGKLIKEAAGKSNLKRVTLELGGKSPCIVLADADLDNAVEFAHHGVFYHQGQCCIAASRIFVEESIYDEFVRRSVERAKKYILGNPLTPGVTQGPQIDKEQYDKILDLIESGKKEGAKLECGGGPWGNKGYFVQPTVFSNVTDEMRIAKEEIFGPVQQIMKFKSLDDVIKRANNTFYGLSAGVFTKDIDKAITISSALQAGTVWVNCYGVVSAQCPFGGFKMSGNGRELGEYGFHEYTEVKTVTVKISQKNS
RECQ1 inh: RECQ1 (human) helicase inhibition | RECQ1 DNA unwinding, red fluorescence kinetic read | Potency, µM (top dose mostly 57.3 µM), for inactives: at the top dose activity, negative = inhibition, hits mostly inhibitors | actives 0.54% (n = 240,000) | AID 2549;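 also: plate controls were vehicle for no effect and no enzyme for full effect; nearly all actives have a fitted effect of over 30% in size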
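RECQ1T1 50 nM; forked duplex (20 bp + 30-nt ss tails) 200 nM, ATP 2 mM final; pH 8.0, 2 mM MgCl2, 2.5 ug/ml poly(dI-dC); 15 min compound preincubation; discontinuous kinetic read over 2 h at RT.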
L3MBTL1 block: inhibitors of human L3MBTL1; Q9Y468; AlphaScreen L3MBTL1–H3K9me1 peptide binding; Potency, µM (highest dose often 57.1 µM), inactives show top-dose activity, negative = inhibition, hits mostly inhibitors; actives 0.66% (n = 230,000); also: % is scaled to controls: 0 for no effect and ±100 for the full control effect; nearly all actives have a fitted effect of over 60% in size
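Read-out is AlphaScreen signal from streptavidin donor and nickel chelate acceptor beads (10 ug/mL final each) bridging L3MBTL1 (50 nM) and biotinylated K9-monomethylated H3(1-15) peptide (75 nM), after 30 min compound exposure at room temperature.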
JMJD2E inh: blocks human JMJD2E demethylase activity; Potency, µM (titrated, usually from 57.1 µM), without a hit: at the top dose activity change, negative = inhibition, most hits filed as inhibitors; AID 2147; JMJD2E catalytic domain, FDH-coupled NADH fluorescence (FDH is formaldehyde dehydrogenase); B2RXH2; actives 1.6% (n = 230,000); active = well fitted inhibition curve with a large enough effect, not every such curve was filed as active; inconclusive = small, poorly fitted or top-dose-only effect, or another doubt; inactive = no such curve, though single readings can be large or run the other way;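 also: 0% = wells with enzyme and -100% = buffer wells without enzyme; nearly all actives have a fitted effect of over 50% in size; many of its hits are not listed in these tables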
Target sequence (B2RXH2 1-337 limits assumed): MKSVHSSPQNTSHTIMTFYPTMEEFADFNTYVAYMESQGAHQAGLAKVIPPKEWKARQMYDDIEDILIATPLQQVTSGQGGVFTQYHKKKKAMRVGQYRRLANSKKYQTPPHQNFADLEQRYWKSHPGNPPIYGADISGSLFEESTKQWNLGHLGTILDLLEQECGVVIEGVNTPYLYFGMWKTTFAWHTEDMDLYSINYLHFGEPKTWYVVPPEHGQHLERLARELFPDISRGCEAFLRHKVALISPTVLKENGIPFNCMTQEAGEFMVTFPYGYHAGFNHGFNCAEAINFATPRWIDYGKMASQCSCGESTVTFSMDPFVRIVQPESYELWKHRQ
Tau fibril ThT: tau fibrillization inhibition (ThT binding); AID 1460; P10636; Potency, µM (highest dose often 57.4 µM), without a hit: at the top dose activity, negative = inhibition, actives largely listed as inhibitors; recombinant tau K18 P301L (four-repeat tau fragment), heparin-induced fibrillization, ThT fluorescence; actives 2.1% (n = 270,000); also: % is scaled to controls: 0 for no effect and ±100 for the full control effect; nearly all actives have a fitted effect of over 55% in size
Target sequence (P10636 561-689 P618L limits assumed): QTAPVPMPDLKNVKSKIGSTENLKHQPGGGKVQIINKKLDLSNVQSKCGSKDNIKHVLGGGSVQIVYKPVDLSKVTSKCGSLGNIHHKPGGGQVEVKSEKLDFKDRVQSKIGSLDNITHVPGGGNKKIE
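In this qHTS, human K18 P301L tau is incubated with compound and heparin for 6 hr at 37 C, and Thioflavin T fluorescence then reports fibril load.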
Luc counter: blocks Kinase-Glo luciferase, a counter-screen artifact; actives 0.28% (n = 200,000); Potency, µM (series often up to 38.3 µM), inactives show at the top dose activity change, negative = inhibition, hits mostly inhibitors; Q27757; Kinase-Glo luciferase, ATP luminescence, 8 min; also: % is scaled to controls: 0 for no effect and ±100 for the full control effect; nearly all actives have a fitted effect of over 60% in size
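Compound is pinned into ATP-containing buffer (10 uM ATP, imidazole pH 7.2, 7 mM MgCl2). Kinase-Glo luciferase reagent is then added. Light output is recorded following an 8-min room-temperature incubation.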
Active calls of the source: *; i = inactive; u = inconclusive; x = no result given; [ ] = another dose, or the depositor's remark. Unless noted, calls follow the shape of the dose curve; as a rule, active = well fitted curve in the direction sought with a large enough effect; inconclusive = small, poorly fitted or top-dose-only effect, or another doubt; inactive = no such curve, though single readings can be large; an effect the other way counts as inactive or inconclusive. Potency is read from the fitted curve at half-maximal effect. Not all compounds are listed (hit frequency here may not be typical).

#	SMILES	SMN2 splice up	Lamin A splicing	ALDH1A1 inh	RECQ1 inh	L3MBTL1 block	JMJD2E inh	Tau fibril ThT	Luc counter
1	CCCCNCc1cc(Br)c(OCC(=O)N2CCOCC2)c(OC)c1	9%	10%[0.0737 µM]	1%	-11%	1%	12%	-5%	-3%
2	C=CCN(c1ccc(C(=O)Nc2cccc(C)c2)cc1)S(C)(=O)=O	-4%	x	-8%	12%	11%	11%	7%	0%
3	Nc1ccccc1Nc1cc(-c2ccccc2)[nH]n1	u	u	u	-6%	-21%	20µM*	14µM*	-6%
4	N=c1n(CCO)c2ccccc2n1Cc1ccc(Cl)cc1	-10%	-13%	u	-4%	3%	2%	-2%	-4%
5	CC(=O)c1ccc(NC(=O)C(C)OC(=O)c2ccc(NS(=O)(=O)c3ccc(F)c(F)c3)cc2)cc1 (stereo unspecified)	11%	u	-11%	-14%	2%	2%	-6%	0%
6	O=C(O)/C=C/c1ccccc1Oc1ccc(Cl)cc1Cl	3%	11%[46 µM]	8%	4%	-9%	2%	0%	-2%
7	O=C(Cc1coc2ccc3ccccc3c12)NCc1cccs1	x	-19%	u	2%	-1%	2%	1%	x
8	CC12CCC(C(=O)Nc3cc(Cl)ccc3Cl)(C/C1=N\O)C2(C)C (stereo unspecified)	-21%	14%	u	-1%	-3%	-7%	6%	-2%
9	Cc1csc(NC(=O)C2CCCC2)n1	28%	6%	-5%	-3%	x	-2%	-9%	-1%
10	CN1CCC2(CC1)N=C(c1ccc(F)cc1)C(=S)N2C(=O)c1ccc(C(C)(C)C)cc1	x	u	18µM*	-10%	-5%	u	u	x
11	COC(=O)c1ccc2c(c1)NC(=O)CS2	3%	u	u	2%	1%	-2%	-3%	-1%
12	CCCCc1nc2ccccc2c(=O)n1NC(=O)c1c(O)c2ccccc2n(C)c1=O	x	13%[46 µM]	3%	14%	5%	0%	-6%	-2%
13	O=C(NCC(c1cccnc1)N1CCN(c2ccccc2F)CC1)c1ccccc1 (stereo unspecified)	-36%[inhibitor]	-15%	0%	0%	1%	2%	-5%	-2%
14	CCn1c(SCC(=O)c2c(N)n(C)c(=O)n(C)c2=O)nnc1-c1ccccc1	-3%	-8%	5%	2%	-4%	5%	3%	-2%
15	COc1ccc(NC(=O)N2CCCC(C(=O)NC(C)C)C2)cc1 (stereo unspecified)	4%	-6%	5%	-4%	7%	-10%	-8%	1%
16	O=C(NNC(=O)c1ccccc1[N+](=O)[O-])Nc1ccc(Cl)cc1	22%	6%[46 µM]	12%	18%	-2%	0%	u	2%
17	COc1ccccc1N(CC(=O)Nc1cc(C)on1)S(=O)(=O)c1ccc(Cl)cc1	9%	-7%	1%	7%	x	0%	-20%	-2%
18	Cc1ccccc1NC(=O)CC1SC(=Nc2ccc(O)cc2)NC1=O (stereo unspecified)	x	x	u	-2%	-4%	16%	-15%	x
19	CC(C)Cn1c(SCC(=O)NC2CCCc3ccccc32)nc(O)cc1=O (stereo unspecified)	0%	5%	u	-8%	6%	10%	-11%	3%
20	Cc1cc(C(C)(C)C)cc(S(=O)(=O)Nc2ccc(O)c(C(=O)O)c2)c1C	x	25%	4µM*	-9%	x	u	-10%	-3%
21	O=C(CSc1nnc(Cc2cccs2)n1Cc1ccco1)Nc1cccc(Cl)c1	-15%	-5%	7%	-7%	-26%	-20%	-3%	0%
22	CCN(CC)S(=O)(=O)c1cccc(-c2nnc(SCC(=O)NC3CCCCCC3)n2N)c1	-24%	-5%	9%	-7%	x	7%	-4%	-5%
23	COC(=O)C12CC3CC(C1)CC(n1cnc(Cl)n1)(C3)C2	-6%	3%	3%	-2%	-18%	6%	1%	3%
24	CC(Cc1ccccn1)NC(=O)CCc1nnc(C2CCCCC2)o1 (stereo unspecified)	x	x	1%	-8%	7%	2%	-5%	2%

Complete entries, looked up by structure. Values in the order: SMN2 splice up, Lamin A splicing, ALDH1A1 inh, RECQ1 inh, L3MBTL1 block, JMJD2E inh, Tau fibril ThT, Luc counter
CC(Cc1ccccn1)NC(=O)CCc1nnc(C2CCCCC2)o1 (stereo unspecified) is listed as x, x, 1%, -8%, 7%, 2%, -5%, 2%
Cc1cc(C(C)(C)C)cc(S(=O)(=O)Nc2ccc(O)c(C(=O)O)c2)c1C is listed as x, 25%, 4µM*, -9%, x, u, -10%, -3%
Cc1ccccc1NC(=O)CC1SC(=Nc2ccc(O)cc2)NC1=O (stereo unspecified) is listed as x, x, u, -2%, -4%, 16%, -15%, x
O=C(CSc1nnc(Cc2cccs2)n1Cc1ccco1)Nc1cccc(Cl)c1 is listed as -15%, -5%, 7%, -7%, -26%, -20%, -3%, 0%

Following part
#	SMILES	SMN2 splice up	Lamin A splicing	ALDH1A1 inh	RECQ1 inh	L3MBTL1 block	JMJD2E inh	Tau fibril ThT	Luc counter
25	CCc1ccc(NS(=O)(=O)c2ccc3[nH]cc(C(=O)N4CCCCC4)c(=O)c3c2)cc1	u	12%	u	-1%	u	7%	3%	13%
26	COc1ccc(C(=O)/C=C/c2ccc(C)cc2)c(OC(=O)c2ccc([N+](=O)[O-])cc2)c1	5%	u	u	-11%	-3%	3%	3.5µM*	1%
27	O=C(O)CCc1nn2c3ccccc3n(CCN3CCCCC3)c2nc1=O	-3%	14%	u	0%	x	u	-10%	-1%
28	COC(=O)c1sc(NC(=O)COc2cccc3ccccc23)nc1C	6%	0%	-10%	-10%	7%	-19%	u	0%
29	COc1ccc(N(CC(=O)NCc2ccc3c(c2)OCO3)C(=O)CCC(=O)Nc2ccccn2)cc1	x	u	-3%	-9%	10%	7%	-3%	-1%
30	COc1ccc(C/C(N)=N/O)cc1	-1%	5%	5%	0%	0%	9%	1%	1%
31	CC1Cc2ccccc2N1S(=O)(=O)c1cccc(C(=O)OCC(=O)NCc2ccco2)c1 (stereo unspecified)	x	x	-10%	-17%	-13%	5%	u	x
32	COC(=O)c1ccc(NC(=O)COC(=O)c2nc3nccc(C)n3n2)cc1	-30%	9%[9.22 µM]	-3%	-1%	x	-4%	1%	3%
33	Cc1ccccc1CN1C2=NCCN2c2ccccc21	59%	-9%	3%	i	x	1%	-13%	22%
34	OCCNc1nc(-c2cccnc2)nc2ccccc12	-16%	u	25µM*	-3%	1%	-6%	-18%	3%
35	Cc1cc(F)ccc1S(=O)(=O)Nc1ccccc1C(=O)Nc1ncn[nH]1	-8%	u	u	i	12%	u	-13%	-2%
36	CCCCCCCC(=O)N/N=C(\C)c1cccnc1	-23%	-7%	-3%	i	0%	3%	-7%	1%
37	O=C(CSc1nnc(-c2ccncc2)o1)NC1C2CC3CC(C2)CC1C3 (stereo unspecified)	3%	2%	-9%	-1%	0%	2%	-2%	-3%
38	CCOc1ccc2nc(Cl)c(/C=C/C(=O)c3ccco3)cc2c1	7%	-9%	u	-18%	x	u	u	-2%
39	CC1CCCCC1NC(=O)COC(=O)/C=C/c1ccc2c(c1)OCO2 (stereo unspecified)	-15%	u	u	-7%	40%[activator]	0%	u	1%
40	CCOc1ccc(N=C2NN=C(c3cc(C)n(CC4CCCO4)c3C)CS2)cc1 (stereo unspecified)	27%	-4%[46 µM]	u	-3%	-2%[11.4 µM]	-26%	u	-2%
41	O=S(=O)(Nc1cccc2c1CCCC2)c1ccc(Cl)cc1	-8%	u	u	-12%	16%	u	-20%	1%
42	O=C(OCC(=O)c1c[nH]c2ccccc12)c1ccc([N+](=O)[O-])s1	8%	x	0.71µM*	26%	-25%[11.4 µM]	-4%	-4%	6%
43	O=C(c1ccc(F)cc1)c1c[nH]c(C(=O)NCCCN2CCOCC2)c1	-13%	-16%	4%	i	1%	-6%	9%	-3%
44	Cn1ncc(Cl)c1C(=O)N1CCN(C(=O)c2ccco2)CC1	5%	2%[46 µM]	-2%	i	10%	9%	2%	-1%
45	Cc1noc(C)c1C(=O)N1CCC2(CC1)CCN(c1ccncc1)CC2	-36%[inhibitor]	x	u	15%	x	x	x	0%
46	Cn1c(NC(=O)C2CCCO2)cc(=O)n(C)c1=O (stereo unspecified)	-15%	1%	5%	-1%	0%	-3%	5%	1%
47	CS(=O)(=O)c1nncn1-c1ccccc1	-3%	-7%	7%	-6%	18%[11.4 µM]	1%	-2%	2%
48	N#C/C(=C/Nc1ccccc1)c1ccsc1	-3%	18%	u	i	x	-26%	-15%	-1%
49	CC(C)(C)NC(=O)NC(=O)CSc1nnc(COc2ccccc2Cl)o1	13%	-9%	u	-8%	x	0%	-12%	-6%

A second format for part of the listing above.
#11 COC(=O)c1ccc2c(c1)NC(=O)CS2
#41 O=S(=O)(Nc1cccc2c1CCCC2)c1ccc(Cl)cc1
#8 CC12CCC(C(=O)Nc3cc(Cl)ccc3Cl)(C/C1=N\O)C2(C)C (stereo unspecified)
#9 Cc1csc(NC(=O)C2CCCC2)n1
#10 CN1CCC2(CC1)N=C(c1ccc(F)cc1)C(=S)N2C(=O)c1ccc(C(C)(C)C)cc1
#47 CS(=O)(=O)c1nncn1-c1ccccc1
compound no. | 11 | 41 | 8 | 9 | 10 | 47
SMN2 splice up | 3% | -8% | -21% | 28% | x | -3%
Lamin A splicing | u | u | 14% | 6% | u | -7%
ALDH1A1 inh | u | u | u | -5% | 18µM* | 7%
RECQ1 inh | 2% | -12% | -1% | -3% | -10% | -6%
L3MBTL1 block | 1% | 16% | -3% | x | -5% | 18%[11.4 µM]
JMJD2E inh | -2% | u | -7% | -2% | u | 1%
Tau fibril ThT | -3% | -20% | 6% | -9% | u | -2%
Luc counter | -1% | 1% | -2% | -1% | x | 2%
